Screening data: PubChem BioAssay, several laboratories
TNAP inh noacc – inhibitors of human TNAP without phosphate acceptor. inhibition, % at 20 µM. purified TNAP, CDP-star luminescence, 30 min. 0.26% of 200,000 active. P05186;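 active = tissue-nonspecific alkaline phosphatase inhibition above about 50% at 20 µM in the single-dose screen, limit read from the data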;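 note: 0% = DMSO negative control and 100% = EDTA positive control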
Target sequence (P05186 whole entry, looked up): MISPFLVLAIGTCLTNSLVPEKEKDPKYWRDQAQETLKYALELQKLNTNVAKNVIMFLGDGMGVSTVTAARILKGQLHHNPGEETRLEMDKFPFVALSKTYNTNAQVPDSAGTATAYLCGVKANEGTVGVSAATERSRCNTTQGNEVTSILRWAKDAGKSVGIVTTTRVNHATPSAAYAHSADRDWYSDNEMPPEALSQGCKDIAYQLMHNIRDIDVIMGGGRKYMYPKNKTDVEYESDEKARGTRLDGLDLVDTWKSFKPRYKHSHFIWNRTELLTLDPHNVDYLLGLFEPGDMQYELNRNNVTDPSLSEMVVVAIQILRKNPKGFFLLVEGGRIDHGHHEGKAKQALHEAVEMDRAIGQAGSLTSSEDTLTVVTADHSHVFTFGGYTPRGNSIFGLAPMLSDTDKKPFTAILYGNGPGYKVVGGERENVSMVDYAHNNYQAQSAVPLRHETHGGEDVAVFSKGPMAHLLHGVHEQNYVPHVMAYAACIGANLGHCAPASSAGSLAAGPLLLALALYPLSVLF
PPARg SRC3 recr – agonists of human PPARgamma SRC-3 coactivator recruitment; P37231; biochemical PPARgamma/SRC-3 coactivator recruitment assay; activation, % at 8 µM; 0.26% of 200,000 active; AID 731; in the data active = activation above about 23%;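 note: 0% = DMSO and 100% = reference agonist; some compounds past the cut are filed as inactive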
HMGR II inh – inhibitors of class II HMG-CoA reductase from Enterococcus faecalis; purified E. faecalis HMGR, NADPH absorbance 340 nm kinetic; inhibition, % at 10 µM; 0.41% of 190,000 active; AID 1066;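 active = inhibition above a set limit, the median over all tested compounds plus 3 SD, cut at about 9.5% in these data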;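 note: enzyme runs in reverse so mevalonate oxidation gives rising NADPH absorbance; 0% = complete reaction with DMSO and 100% = background rate lacking mevalonate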
bIAP act – increases bovine intestinal alkaline phosphatase activity. purified bovine IAP, CDP-star luminescence, 30 min; stronger effect = higher value; fold of DMSO-control signal, blank-subtracted. AID 1016. activation factor at 20 µM. 0.17% of 200,000 active;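 active = activation factor of 2 or more at 20 µM, a signal rise over negative controls twice the positive control's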
TNAP act hiacc – TNAP (human) activation, high acceptor. P05186. purified TNAP, CDP-star luminescence, 1 M DEA, 30 min; stronger effect = higher value; 0 = EDTA background, 1 = DMSO-only activity. activation factor at 20 µM. 200,000 tested, under 10 active. AID 1136;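 active = activation factor at least 2 at 20 µM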
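Dosing: 20 µM single point. System: human TNAP. Amount: TNAP 1/800 final. Incubation: 30 min, room temperature. Read-out: TNAP activation factor scaled between EDTA and DMSO control wells. Signal: luminescence from CDP-star hydrolysis. Medium: 1 M DEA, pH 9.8, Mg2+, Zn2+. Control set: EDTA negative control, DMSO positive control.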
bIAP inh – intestinal alkaline phosphatase (bovine) inhibition; purified bovine IAP, CDP-star luminescence, 30 min; inhibition, % at 20 µM; 190,000 tested, under 10 active;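 active = over 50% inhibition of intestinal alkaline phosphatase at 20 µM in the single-dose screen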
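System: Purified bovine intestinal alkaline phosphatase (IAP) enzyme | Input: IAP diluted 1/65,000,000 in the well | Also added: CDP-star chemiluminescent phosphatase substrate, 30 µM final | Dosing: 20 µM single dose | Times: Enzyme reaction for 30 min at room temperature | Detection: Luminescence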
TNAP inh hiacc – blocks human TNAP under high phosphate acceptor concentration | AID 1135 | inhibition, % at 20 µM | P05186 | purified TNAP, CDP-star luminescence, 1 M DEA | 0.03% of 200,000 active;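 active = over 50% inhibition of tissue-nonspecific alkaline phosphatase at 20 µM in the single-dose screen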;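 note: plate controls were DMSO wells for no effect and EDTA-quenched wells as full inhibition for full effect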
PPARg SRC2 recr – PPARgamma-driven SRC-2 recruitment agonism; activation, % at 8 µM; P37231; AID 1032; 0.34% of 200,000 active; PPARgamma LBD-SRC-2 recruitment, biochemical; in the data active = activation above about 22%;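 note: 0% = vehicle and 100% = reference agonist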
PPARg SRC-1 ag – agonists of human PPARgamma SRC-1 coactivator recruitment | P37231 | PPARgamma-SRC-1 coactivator recruitment biochemical assay | activation, % at 8 µM | 0.41% of 200,000 active; in the data active = activation above about 19%;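 note: 0% = DMSO and 100% = reference agonist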
SRC2 TRFRET art – flags TR-FRET format artefacts in PPARgamma SRC-2 recruitment agonist screen; TR-FRET artefact counter-screen; stronger effect = higher value; TR-FRET ratio at 8 µM; 0.4% of 200,000 active; AID 1049; in the data active = TR-FRET ratio above about 2000; note: inactives centre near 1500
Numbers without * were called inactive.

Structure	TNAP inh noacc	PPARg SRC3 recr	HMGR II inh	bIAP act	TNAP act hiacc	bIAP inh	TNAP inh hiacc	PPARg SRC2 recr	PPARg SRC-1 ag	SRC2 TRFRET art
COc1ccc(CNCC(O)COCc2cccs2)cc1 (centres undefined)	-19.3	-3.0	-0.3	1	1.1	2.2	-11.5	-4.1	-4.6	1407
CC(Nc1cc(=O)n(C)c(=O)[nH]1)c1ccccc1 (centres undefined)	-10.0	5.1	1.4	0.9	1	14.1	-3.8	1.6	-1.7	1484
Cc1cc(Cl)c(OCCCCNC(C)(C)C)c(Br)c1	-10.1	-1.6	-0.9	0.9	1	6.6	-1.5	-7.1	-0.1	1610
COc1ccc(C(=O)Nc2cnc3sc(C)nn3c2=O)cc1	-5.0	1.5	-0.6	1.1	1	-14.7	-0.7	-0.2	-6.3	1546
O=c1n(-c2ccccc2)c(=O)n(Cc2ccccn2)n1Cc1ccccn1	-14.0	-4.0	-4.1	1	1	4.5	-2.8	1.1	0.9	1525
CCOC(=O)CSc1nc(N)cc(=O)[nH]1	-7.2	-7.1	-0.2	0.9	1	7.3	-1.5	-3.5	-6.8	1410
CC(C)(C)C1CCc2nc(NC(=O)Cc3cn4ccsc4n3)sc2C1 (centres undefined)	-2.6	1.8	-4.0	1.3	1	-26.8	0.9	-0.3	2.5	1538
CC(=O)c1cccc(NC(=O)Nc2cccs2)c1	-5.6	3.4	-0.5	0.8	1.1	24.1	-5.8	5.8	2.8	1677
O=C(/C=C/c1cccs1)N1CCN(c2ccccc2)CC1	-10.1	1.0	-2.7	0.9	1	5.3	-4.9	4.3	1.4	1604
COc1ccc2c(=O)c3c(=O)n(-c4ccccc4)c(-c4ccco4)nc3oc2c1	-7.3	4.4	-0.8	1	1	4.1	-2.0	9.2	3.2	1552
CCOC(=O)CNC(=O)c1ccc(C)cc1	-9.9	4.7	0.7	1	1	3.7	-3.1	9.4	3.7	1463
COc1ccc(CCN2C(=O)CSC2c2ccc(OC)c(OC)c2)cc1OC (centres undefined)	-9.7	-0.7	-3.6	1	1.1	0.6	-7.8	-4.2	-3.9	1436
COc1ccc(NC(=O)COC(C)=O)cc1OC	-16.0	-0.9	2.3	1	1	-0.7	-3.9	1.3	-11.5	1363
c1cncc(-c2nnc(SCc3nc4ccccc4[nH]3)o2)c1	-25.3	6.5	-6.5	1.1	1.1	-7.9	-5.4	-3.2	-5.2	1385
CCOC(=O)C1=C(C)NC(=O)NC1c1c(O)ccc2ccccc12 (centres undefined)	-15.6	-14.6	2.5	1	1.1	2.9	-7.1	7.5	-2.6	1509
CCC(=O)Nc1ccc(S(=O)(=O)c2ccc(NC(=O)CC)cc2)cc1	-3.9	0.7	-3.6	0.9	1	13.9	-1.2	-6.4	0.6	1564
c1cc(CSc2nnc(-c3ccc4c(c3)OCO4)o2)ccn1	-6.8	13.9	0.6	0.9	1	8.0	-1.1	2.2	5.9	1392
Cc1cccc(C(=O)NNC(=O)c2ccccc2-n2cccc2)c1	-37.7	2.2	1.8	1.2	1	-21.1	-4.7	6.6	-2.5	1760
Cc1nc2ccc(NC(=O)c3ccc(Br)o3)cc2s1	-11.9	3.2	-4.5	0.9	1.1	9.7	-5.3	8.4	8.4	1563
COc1ccc(/C=C2\SC(=S)N(NC(=O)c3csc4c3CCCC4)C2=O)cc1	-1.3	5.9	2.4	1	0.9	4.5	5.7	-0.2	10.3	1428
CC(C)(C)N(Cc1ccccc1)C(=O)c1ccc2c(c1)OCCO2	-13.8	4.8	-4.7	0.9	1.1	7.6	-10.5	5.8	-0.4	1594
CC1(C)Cc2c(cnn2-c2ccccc2)C(=O)/C1=N\NC(=O)c1ccccc1	-1.1	-0.9	-9.8	0.9	1	10.0	0.8	12.6	1.1	1617
CCOC(=O)C1CCN(C(=O)COc2ccc(Br)cc2C)CC1	-5.4	1.3	-0.5	1	1.1	-3.1	-5.3	0.2	1.7	1664
O=C(CN1CCN(c2ccc(O)cc2)CC1)Nc1ccc2c(c1)OCCO2	-5.7	3.0	-4.0	1.2	1	-21.2	-2.8	5.8	0.6	1508
CN1CCC(=NNC(=O)C(=O)Nc2ccccc2F)CC1	-11.4	5.6	-0.5	1.2	1	-15.8	0.7	-3.0	-3.3	1457
COc1cccc(C(=O)OCn2nnc3ccccc3c2=O)c1	-4.3	4.1	-0.9	0.9	1	5.8	3.2	-0.1	3.6	1468
CCOC(=O)c1c(NC(=O)c2cc(CC(C)C)on2)sc(C(C)=O)c1C	-1.0	3.9	-3.0	1	1	1.2	4.7	7.8	4.5	1654
C/C(=N\NC(=S)Nc1ccc(F)cc1)C1CC1	-3.1	-3.2	-3.6	0.9	1	10.1	0.7	-15.2	2.0	1681
Cc1cc(C(=O)N/N=C/c2cc(Br)ccc2OC(=O)c2ccc(Br)cc2)n[nH]1	-23.6	0.4	-7.3	0.9	1	8.1	0.2	6.1	-1.9	1693
Fc1ccccc1-n1[nH]nnc1=S	-6.7	1.2	-4.3	1	1	-3.3	-1.7	9.7	-0.8	1380
COc1cc(-c2nc3oc4ccccc4c(=O)c3c(=O)n2Cc2ccco2)cc(OC)c1OC	-10.7	1.2	-3.5	1	1.1	0.3	-8.0	6.5	3.7	1517
CCCCc1ncc(CN2CCN(Cc3ccc(C)cc3)C(CCO)C2)[nH]1 (centres undefined)	-8.2	1.5	0.1	1	1.1	1.1	-5.0	7.0	5.8	1494
COc1ccc(C2N=C(Nc3ccc(C)cc3)Nc3nc(C)cc(=O)n32)cc1 (centres undefined)	-10.4	0.7	0.9	1	1	-4.3	-4.7	2.0	6.6	1628
Cc1cccc(NC(=O)CC2Nc3cccc4cccc(c34)NC2=O)c1 (centres undefined)	-7.7	-2.1	1.6	0.9	0.9	13.1	7.4	3.7	4.6	1574
COC(=O)[C@@H]1C2CCC(C(=O)Nc3ccccc3)(CC2)[C@@H]1C(=O)OC	0.9	-8.1	-8.0	0.9	1	9.2	-2.8	1.9	0.5	1414
CCOC(=O)Cn1nnnc1C(CC)N(Cc1cccs1)Cc1cc2ccc(OC)cc2[nH]c1=O (centres undefined)	-5.3	8.6	-0.3	1	1	-1.4	-4.6	-4.1	8.8	1457
O=C(NC1=NCCS1)C1CC(=O)N(c2ccccc2)C1 (centres undefined)	-12.1	7.0	1.6	0.9	1.1	7.0	-5.6	2.5	4.7	1641
COc1cccc(C(=O)N2CCC(N3CC(C)OC(C)C3)CC2)c1 (centres undefined)	-12.0	-2.5	-5.1	0.9	1	12.3	-3.4	-11.6	1.7	1330
Cc1ccccc1-n1nc(C)c2cc(C(=O)N3CCN(S(=O)(=O)c4ccc(Cl)cc4)CC3)sc21	-7.4	-3.9	-1.6	1	1	-0.6	-4.1	-3.3	3.4	1563
Cc1ccccc1N1C(=O)CC2(CCCC2)CC1=O	-17.4	6.6	-1.2	0.9	1	10.2	-4.7	9.6	1.3	1422
Cc1ccc2occ(/C=N/O)c(=O)c2c1	-3.5	-0.6	-3.4	0.9	1	6.0	0.7	-0.1	-1.9	1521
COC(=O)c1ccc(-c2ccc(C(c3c(C)[nH][nH]c3=O)c3c(C)[nH][nH]c3=O)o2)cc1	-20.6	-2.8	-7.3	1	0.9	-4.5	11.4	-0.7	2.9	1717
Cc1ccc(C2=Nc3ccccc3NC(C)(c3ccc(C)o3)C2)o1 (centres undefined)	-8.9	1.5	-4.7	1	1	3.1	-1.8	4.4	-0.6	1442
CCC(C)OC(=O)C[N+](C)(C)CCOC1CC2CCC1(C)C2(C)C (centres undefined)	-5.8	-0.7	0.5	1.3	1.1	-29.6	-6.5	-8.5	-1.8	1615
O=C(Nc1cccc(C(F)(F)F)c1)OCCN1CCN(Cc2ccccc2)CCC1=O	-3.3	-0.4	-1.6	0.9	1.1	7.8	-6.7	9.2	1.1	1624
O=c1[nH][nH]cc1C=Nc1ccccc1O	-164.2	-2.9	-2.6	1.2	1	-17.7	-1.2	-0.7	2.3	1500
Cc1nnc(SCc2cccc([N+](=O)[O-])c2)o1	-5.4	3.9	2.5	0.9	1	7.9	-3.8	-1.9	1.6	1525
O=C(COC(=O)c1ccc2c(c1)OCO2)Nc1ncc(Cl)cc1Cl	-2.7	3.1	1.4	1.1	1	-12.4	-0.7	-3.2	-1.3	1699
COc1ccc(S(=O)(=O)NCC(c2cccnc2)N2CCN(c3ccc(F)cc3)CC2)cc1C (centres undefined)	-8.8	-3.6	-1.3	0.9	1	5.7	-1.4	1.2	8.3	1581
CCOc1ncccc1C(=O)OCC(=O)NC1CC1	-7.0	-2.5	1.7	0.9	1.1	11.7	-7.4	3.3	5.5	1597
COc1cc(C(=O)NNC(=O)c2cc(C)[nH]n2)cc(OC)c1OC	-85.1	-0.4	0.5	1.5	1.1	-50.2	-6.8	0.9	-5.7	1400
Cc1cc(C)n(-c2ccc(C(=O)N3CC(C)OC(C)C3)cc2)n1 (centres undefined)	-13.5	-0.9	-2.1	1.1	1.1	-11.8	-6.6	-3.3	-1.4	1642

Rewritten with each value named: part of the list above
Cc1nc2ccc(NC(=O)c3ccc(Br)o3)cc2s1
  TNAP inh noacc = -11.9
  PPARg SRC3 recr = 3.2
  HMGR II inh = -4.5
  bIAP act = 0.9
  TNAP act hiacc = 1.1
  bIAP inh = 9.7
  TNAP inh hiacc = -5.3
  PPARg SRC2 recr = 8.4
  PPARg SRC-1 ag = 8.4
  SRC2 TRFRET art = 1563
COc1ccc(/C=C2\SC(=S)N(NC(=O)c3csc4c3CCCC4)C2=O)cc1
  TNAP inh noacc = -1.3
  PPARg SRC3 recr = 5.9
  HMGR II inh = 2.4
  bIAP act = 1
  TNAP act hiacc = 0.9
  bIAP inh = 4.5
  TNAP inh hiacc = 5.7
  PPARg SRC2 recr = -0.2
  PPARg SRC-1 ag = 10.3
  SRC2 TRFRET art = 1428

Rows are unselected. About 1.6% of those tested had a hit in this group.
